# From PubChem
# mcGAS inh = blocks mouse cGAS activity; Q8C6L5; recombinant cGAS, Kinase-Glo ATP depletion luminescence; inhibition, % at 12.5 µM; 0.15% of 160,000 active; AID 1259399;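 further: 0% = negative control wells and 100% = reference inhibitor with no enzyme activity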
# hcGAS lum = blocks human cGAS activity; 0.081% of 290,000 active; inhibition, % at 12.5 µM; recombinant h-cGAS, ATP depletion, Kinase-Glo luminescence;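 further: 0% = vehicle reaction and 100% = reaction without DNA for no activity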
# Target sequence (Q8N884 whole entry, looked up): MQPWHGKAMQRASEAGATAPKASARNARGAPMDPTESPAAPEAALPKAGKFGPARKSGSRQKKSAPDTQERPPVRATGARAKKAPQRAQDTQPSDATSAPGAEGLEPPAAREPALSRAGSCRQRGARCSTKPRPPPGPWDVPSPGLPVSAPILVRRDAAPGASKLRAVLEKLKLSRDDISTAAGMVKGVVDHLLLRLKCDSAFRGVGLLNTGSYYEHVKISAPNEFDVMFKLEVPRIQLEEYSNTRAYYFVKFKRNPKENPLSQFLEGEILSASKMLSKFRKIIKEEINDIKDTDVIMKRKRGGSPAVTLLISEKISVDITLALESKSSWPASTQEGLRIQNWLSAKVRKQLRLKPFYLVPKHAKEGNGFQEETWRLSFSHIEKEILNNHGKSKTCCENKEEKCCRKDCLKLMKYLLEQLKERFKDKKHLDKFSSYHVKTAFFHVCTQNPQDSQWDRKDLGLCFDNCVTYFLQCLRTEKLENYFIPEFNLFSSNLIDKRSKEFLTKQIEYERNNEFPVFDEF
# NPYLR7 ag = activates Aedes aegypti NPYLR7 receptor; 0.15% of 270,000 active; HEK293T NPYLR7/Galpha15, GCaMP6s calcium fluorescence; activation, % at 10 µM; in the data active means activation above about 40%;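 further: 0% = vehicle and 100% = reference agonist at the receptor; some compounds past the cut are filed as inactive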
# * marks the source's active call; other numbers are inactive results; · = not tested or not shown. Unless noted, no stated cut-off is given here; in the data, active means inhibition above about 40%; inactive means the rest. Not a hit list, and some 0.26% of all compounds hit somewhere here.
SMILES,mcGAS inh,hcGAS lum,NPYLR7 ag
CC(OC(=O)COc1ccc(Cl)cc1)C(=O)N1CCCCCC1 (stereo not drawn),·,-3,6
COc1ccc(NC(=O)NCc2nnc(SCc3ccc(F)cc3)n2-c2ccc(C)cc2)c(OC)c1,-2,1,1
Cc1[nH]nc(SCC(=O)NC2CCCC2)c1[N+](=O)[O-],·,-1,-5
COc1cc(CN2CCCC(C(=O)Nc3cccc(-n4cccn4)c3)C2)ccc1F (stereo not drawn),-11,-7,6
COCCn1c(=NC(=O)c2ccn(C)n2)sc2cc(S(C)(=O)=O)ccc21,-7,-4,·
CN(CCNc1nc(-c2ccccc2)nc2c1CCNC2)S(C)(=O)=O,-16,-3,6
O=C(O)CN1C(=O)/C(=C/c2ccc(-c3ccccc3Cl)o2)SC1=S,-3,-5,1
NC(=O)CSc1nc2[nH]ncc2c(=O)[nH]1,·,-3,0
CCN(CC1CCCN(CCc2cccc(OC)c2)C1)C1CCN(C(C)=O)CC1 (stereo not drawn),-8,-2,1
CCNc1ncc(C(=O)NC(C)Cn2nc(C)cc2C)cn1 (stereo not drawn),-17,-2,6
Cc1nc(N2CCCC2)ncc1-c1cc(=O)[nH]c(N2CCCC2)n1,-7,-3,2
Nc1nc(F)cc(Oc2ccc(I)cc2)n1,-5,-5,11
CC(c1ccccc1F)N(CC(=O)NCc1ccc(Cl)cc1)C1CC1 (stereo not drawn),·,-2,15
COc1ccc2cc(C(=O)N3CCC(Nc4cccnc4)CC3)c(C)nc2c1,·,-9,13
COc1ccc(C2=N/C(=C\C(Cl)=C\c3ccccc3)C(=O)O2)c(Cl)c1,·,-4,0
O=[N+]([O-])c1cnn(-c2cnc3ncnn3c2)c1,-6,-3,-9
Cc1ccc(NC(=O)C2(C)CCN2Cc2ccc(OC(C)C)cc2)cc1 (stereo not drawn),·,-11,8
CCCCc1ccc(N2CC(C)Cn3c2nc2c3c(=O)n(CCCO)c(=O)n2C)cc1 (stereo not drawn),-7,-4,6
O=C(O)C1CN(C(=O)c2cccc(OCC(F)(F)F)c2)CCN1 (stereo not drawn),-11,-3,·
CC/C(=N\N1CCOCC1)c1cc(Cl)cc(Cl)c1O,·,-3,11

# Among those listed so far, 5 contain fluorine:
SMILES,mcGAS inh,hcGAS lum,NPYLR7 ag
COc1ccc(NC(=O)NCc2nnc(SCc3ccc(F)cc3)n2-c2ccc(C)cc2)c(OC)c1,-2,1,1
COc1cc(CN2CCCC(C(=O)Nc3cccc(-n4cccn4)c3)C2)ccc1F (stereo not drawn),-11,-7,6
Nc1nc(F)cc(Oc2ccc(I)cc2)n1,-5,-5,11
CC(c1ccccc1F)N(CC(=O)NCc1ccc(Cl)cc1)C1CC1 (stereo not drawn),·,-2,15
O=C(O)C1CN(C(=O)c2cccc(OCC(F)(F)F)c2)CCN1 (stereo not drawn),-11,-3,·

# Remaining list, next part
SMILES,mcGAS inh,hcGAS lum,NPYLR7 ag
CCc1nc2ccc(C(=O)NCc3ccc4c(c3)OCO4)cn2c1N(C)CCCc1ccccc1,-3,-6,16
OCc1cc(-c2ccc(-c3ccn[nH]3)cc2)ccn1,·,-7,4
Cc1cccc(-c2cc(N)n(-c3ccc(C(=O)NCCc4ccc(S(N)(=O)=O)cc4)cc3)n2)c1,-3,-7,-1
Cc1cc(C(=O)N2CCN(C(c3ccc(Cl)cc3)c3ccc(Cl)cc3)CC2)n(C(C)(C)C)n1,-6,-5,4
Cn1ccc(NC(=O)C23CC4CC(C)(CC(C)(C4)C2)C3)n1,·,-3,2
COc1cccc(-c2ccc(NC(=O)C3CCCN(Cc4cc(C(C)C)n[nH]4)C3)cc2)c1 (stereo not drawn),-10,-7,12
O=C(c1ccc(=O)[nH]n1)N1CCN(C(=O)C2COc3ccccc3O2)CC1 (stereo not drawn),·,-5,2
CCN(CC)C(=O)Oc1ccc2c(ccn2Cc2ccccc2Cl)c1-c1ccc(C)cc1,-6,-4,9
O=C(O)c1ccc(C2Nc3c(F)cc(F)cc3C3C=CCC32)cc1 (stereo not drawn),·,6,18
O=C(N=Nc1c(O)n(CN2CCCCCC2)c2ccccc12)c1ccncc1,-6,-6,4
CCc1ccc2c(c1)c(=O)c(S(=O)(=O)c1ccc(Cl)cc1)cn2CC,-6,-3,-8
COc1ccc(OC)c(C2CN(C(=O)C3CC3)CC2C(=O)NC(C)C)c1 (stereo not drawn),·,-8,17
CC(=O)Oc1c(-c2ccc(NC(=O)C3CCCC3)cc2)c(-c2cccc(C)c2)nn1-c1cccc(F)c1,-6,-3,19
O=C1c2cc(F)c(N3CCOCC3)c(F)c2SC2=NCCN12,·,-3,7
CCCn1c(N2CCN(Cc3ccccc3F)CC2)nc2c1c(=O)[nH]c(=O)n2C,-9,-7,2
COCC(=O)Nc1cccc(-n2nc(OCCc3ccc(OC)cc3)nc2-c2ccccc2F)c1,-6,-3,24
CSCCCN1CCC(c2ncncc2C)CC1,-7,-10,·
COc1ccc(-c2cc(C(=O)N3CCN(c4cccc(C(F)(F)F)c4)CC3)c(C)n2-c2ccccc2Cl)cc1,-5,-7,-3
CC(NC(=O)C1CCC1)C(=O)NC1CCc2c(Br)cccc21 (stereo not drawn),·,19,-2
CC(=O)c1cccc(S(=O)(=O)NC(=O)C(C)NC(=O)C2CCCCC2)c1 (stereo not drawn),-17,-6,1
Cc1ncc(CNC2CC(=O)N(Cc3cccc4ccccc34)C2)n1C (stereo not drawn),·,-2,7
N#Cc1c(Cl)cccc1OCCn1cncn1,-18,-10,-1
C=CC[C@@H]1CC=C[C@@H](C)N1C(=O)c1cccc(N2CCNC2=O)c1,·,-6,12
CCN(CC)CCNC(=O)c1cc(NC(=O)c2ccc(-c3ccccc3)cc2)ccc1N1CCN(c2ccccc2OC)CC1,-3,-6,-9
COCCNC(=O)Cn1c(CO)cnc1SCC(=O)Nc1cccc(C(F)(F)F)c1,·,-3,8
CCCCN(Cc1ccco1)C(=O)c1cc(F)ccc1OC,·,-4,17
COc1cc(NC(=O)N2CCc3ccccc3C2c2ccc(F)cc2)cc(OC)c1OC (stereo not drawn),3,4,8
CCOc1ccccc1CN(C(=O)c1cccn1C)C1CC1,-10,-5,-6
COC(=O)Cn1c(CN2CCC(C)CC2)nc2c1c(=O)n(C)c(=O)n2C,·,6,9
Cc1ccc2cc3c(nc2c1)N(c1ccc(C(=O)O)cc1)CC3,·,-13,16
c1ccc(-c2ccc(C3=NN(c4ccccc4)C(c4ccccc4)C3)cc2)cc1 (stereo not drawn),-4,4,-11
O=C(Nc1[nH][nH]c(=O)c1-c1ccccc1)c1ccc(-c2cnco2)cc1,·,-3,0
Nc1cc(-c2ccc(Cl)c(Cl)c2)nn1-c1ccc(C(=O)NCc2cccs2)cc1,-4,-8,1
Cn1c(C(F)(F)F)nc2c1cc(Br)c[n+]2C,-2,-1,-8
Cn1nc(C(=O)NNC(=O)C2COc3ccccc3O2)c2ccccc2c1=O (stereo not drawn),·,-5,-1
O=C1/C(=C/c2cccnc2)Oc2cc(OS(=O)(=O)c3ccc(F)cc3)ccc21,0,-5,6
O=c1c2c3c(sc2nc2n1CCCCC2)CCC3,·,-10,3
CC1CN(c2cc(Oc3ccccc3Cl)ncn2)CCN1C(=O)c1ccc(F)cc1 (stereo not drawn),-4,-11,2
Cc1ccccc1-c1nc(SCC(=O)Nc2ccc(C(N)=O)cc2)c2c(=O)n(C)c(=O)n(C)c2n1,-9,-6,-2
Cc1cccc(Nc2nnc(-c3ccncc3)o2)c1,·,-7,10
CCCn1ncc(C(=O)NCCn2nnc3ccccc32)c1C,-12,-4,22
COc1ccc(OC)c(S(=O)(=O)Nc2ccc(-c3ccc(N4CCCCCC4)nn3)cc2)c1,-1,-4,8
O=C(c1cc(-c2ccccc2Cl)nn1-c1ccc(Cl)c(Cl)c1)N1CCN(c2ccccc2F)CC1,1,-4,0
O=C(NC(C(=O)NC1CC1)C1CCN(C(=O)c2cccc(F)c2)CC1)c1ccc2c(c1)OCO2 (stereo not drawn),-8,-4,12
Cc1ccc(C(=O)O)cc1NC1CC(=O)N(Cc2ccccc2)C1=O (stereo not drawn),·,2,-3
COc1cc(N2CCN(C)CC2)ccc1Nc1nccc(-c2cn(C)c3cnccc23)n1,-4,-2,-1
CCN(C)C(=O)C1=COC2=NC(=O)N(Cc3ccc(S(C)(=O)=O)cc3)CCN12,·,-10,1
CCC1(c2ccc(OC)cc2)NC(=O)N(CN(C)Cc2ccc(C(F)(F)F)cc2)C1=O (stereo not drawn),-4,-6,1
C/C(=C\c1ccccc1)CN1CCCN(C(=O)c2ccco2)CC1,-8,-2,23
O=C(Nc1cccc2ccccc12)N[C@H]1CO[C@H]2[C@@H]1OC[C@@H]2n1nnnc1-c1ccc2c(c1)OCO2,-9,-5,-3
O=C(COc1ccc(Cl)cc1)N=Nc1c(O)n(CN2CCCCC2)c2ccccc12,-5,-3,-9
COc1cccc(-c2nc(OC(C)C)nn2-c2ccc(NC(=O)C(C)C)cc2)c1,-4,-6,16
CCCCN(C)[C@@H]1[C@@H](OC)C[C@@H]2C[C@H](c3ccccn3)OC[C@@]21O,-8,1,3
CC(=O)c1ccc(F)c(-c2cc(C)cc3c2OC(CNC(=O)[C@@H]2C[C@@H]4C=C[C@H]2C4)C3)c1 (stereo partly drawn),-10,-8,22
O=C(NCc1ccco1)c1coc(CN(Cc2ccc(F)cc2)Cc2ccccc2Cl)n1,-7,-6,-1
Cc1ccc(-c2cc(C(F)(F)F)n3nc(C(=O)NCCCn4ccnc4)cc3n2)cc1,-5,-2,0
CS(=O)(=O)CCNCc1nc(-c2ccc3ncnc(Nc4ccc(OCc5cccc(F)c5)c(Cl)c4)c3c2)cs1,·,-1,-9
O=C(CC(c1ccccc1)c1ccccc1F)N1CCCC1 (stereo not drawn),·,-5,10
C=c1cc(C)n(CC(=O)Nc2cccc(C)c2)c(=O)c1=C1N=C(c2ccccc2)NO1,-9,-6,-1
O=C(Cn1c(C(F)(F)F)nc2ccccc21)NC1CCCCC1,-6,-1,5

# Part of the list above, with values under each structure.
# Second line of a record: mcGAS inh	hcGAS lum	NPYLR7 ag
O=C(NC(C(=O)NC1CC1)C1CCN(C(=O)c2cccc(F)c2)CC1)c1ccc2c(c1)OCO2 (stereo not drawn)
    -8	-4	12
O=C(c1cc(-c2ccccc2Cl)nn1-c1ccc(Cl)c(Cl)c1)N1CCN(c2ccccc2F)CC1
    1	-4	0
COc1ccc(OC)c(S(=O)(=O)Nc2ccc(-c3ccc(N4CCCCCC4)nn3)cc2)c1
    -1	-4	8
COc1cc(N2CCN(C)CC2)ccc1Nc1nccc(-c2cn(C)c3cnccc23)n1
    -4	-2	-1

# As entered above.
# CS(=O)(=O)CCNCc1nc(-c2ccc3ncnc(Nc4ccc(OCc5cccc(F)c5)c(Cl)c4)c3c2)cs1 – hcGAS lum = -1
# Cc1ccc(-c2cc(C(F)(F)F)n3nc(C(=O)NCCCn4ccnc4)cc3n2)cc1 – mcGAS inh = -5

# New compounds follow:
SMILES,mcGAS inh,hcGAS lum,NPYLR7 ag
COc1ccc(CN2CCC(C(=O)NC(C)c3cccc4ccccc34)CC2)cc1 (stereo not drawn),-2,-5,19
Cc1nnc2ccc(NC3CCN(c4ccc(Cl)cc4)C3=O)nn12 (stereo not drawn),·,-8,2
CCc1ccc(-c2cc(C(=O)Nc3cccc([N+](=O)[O-])c3)c3ccccc3n2)cc1,-7,-6,4
Cc1ccc(CN2CCC(Cn3cc(CO)nn3)CC2)o1,-10,-6,0
COc1ccc(CCn2c(C)c3c(=O)n(-c4nc5ccccc5s4)[nH]c3cc2=O)cc1,·,-2,-10
CC(=O)Oc1c(-c2ccc(NC(=O)C3CCCC3)cc2)c(C(C)C)nn1-c1ccc(C)cc1,-5,-4,-1
COc1ccccc1OCC(=O)N=Nc1c(O)[nH]c2ccc([N+](=O)[O-])cc12,-6,-8,6
CC1Sc2ccc(S(C)(=O)=O)cc2N(Cc2cccc(C#N)c2)C1=O (stereo not drawn),·,-4,6
CC1CCCCC1NC(=O)C(C)N(C)Cc1cnn(C)c1 (stereo not drawn),-7,-12,0
Cc1c(C(=O)NCCS(=O)(=O)Cc2ccccc2)oc2c(F)cccc12,·,-8,5
Cc1cc(C(=O)CSc2n[nH]c(C3CC3)n2)c(C)n1-c1ccccc1,-8,-2,1
CC(C)(C)c1ccc(S(=O)(=O)N2CCN(C(=O)c3ccc(-c4nnco4)cc3)CC2)cc1,-2,8,1
Cc1ccc(C(C)C)c(OS(=O)(=O)c2cn(C)c(=O)n(C)c2=O)c1,-6,-9,-1
O=C1NC(=Nc2ccccc2Cl)S/C1=C/c1ccccc1Br,4,4,-8
Cc1cc2ncn(Cc3ccc(C(C)C)cc3)c2cc1C,·,-5,2
Cc1cc(Br)c(NC(=O)Cn2nc(-c3ccco3)oc2=O)c(Br)c1,-9,-7,3
Cc1cc(C)n(-c2ccccc2NS(=O)(=O)c2cc(Cl)sc2Cl)n1,·,-2,-1
